Pf Dd2 growth – blocks in vitro growth of P. falciparum Dd2. P. falciparum Dd2 growth, SYBR Green, 72 h. Potency, µM (top dose mostly 28.9 µM), for the others: top-dose activity, negative = inhibition, actives largely listed as inhibitors. 120,000 tested, 4.3% active. AID 1347417; active = well fitted inhibition curve with a large enough effect; inconclusive = small, poorly fitted or top-dose-only effect; inactive = no such curve, though single readings can be large or run the other way;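 note: plate controls were DMSO vehicle for no effect and reference drug for full effect; nearly all actives have a fitted effect of over 65% in size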
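Infected erythrocytes (Dd2, 0.3% parasitemia, 2.5% hematocrit final) are added to compound in RPMI-1640/Albumax II medium, grown 72 h at 37C in low oxygen, then lysed with saponin/Triton-X containing SYBR Green and read by fluorescence.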
Starred values were filed as active, the others as inactive; i = inactive; u = inconclusive; [ ] = dose if it differs, or a comment. Potency is the fitted concentration of half-maximal effect. A portion of the library. The share of hits here may be higher or lower than overall.

SMILES	Pf Dd2 growth
O=C(C1CC1)N1CCCC2(COc3ccccc3[S+](=O)([O-])N2)C1 (configuration not stated)	19%
CC(=O)N1CCc2c(sc(NC(=O)CSc3ccc(C)cc3)c2-c2nc3ccccc3s2)C1	i
Cc1ccccc1-c1ccc2n(c1=O)C[C@H]1C[C@@H]2CN(C(=O)NC2CCCCC2)C1	u
O=C(c1ccc2c(c1)OCO2)N1CCC2(Cc3ccccc3NC2=O)C1 (configuration not stated)	i
CC(C)COc1ccc(C(=O)Nc2cc(-c3ccccc3)no2)cc1	u
Cc1ccc(CN2C(=O)C3(CCOCC3)CC2c2nnnn2C(C)(C)C)cc1C (configuration not stated)	17%
O=C(c1cccc(O)c1)N1CCC(CO)(CN2CCCC2)CC1	-1%
O=C(NCc1ccc(N2CCOCC2)cc1)c1cc2cn(C3CC3)cc2s1	-12%
CCN1CCC(CC(=O)N2CCC(n3c(C)cnc3C)CC2)CC1	10%
CN1CC(=O)N(c2ccccc2F)Cc2c(NCCO)ncnc21	-11%[44.1 µM]
CCC(C)NC(=O)c1ccc2c(c1)nc1n2CCCCC1 (configuration not stated)	13%
Cc1oc(C(O)c2ccccc2)nc1C(=O)Nc1ccccc1 (configuration not stated)	-29%[44.1 µM]
CSc1ccc(NC(=O)Cn2nnnc2-c2ccccc2F)cc1	41%[activator]
CCOc1ccc(-c2cc(C)n3nc(C(=O)Nc4cc(Cl)ccc4O)cc3n2)cc1	u
CCOC(=O)CSc1nc2c([nH]c3ccccc32)c(=O)n1-c1ccc(OCC)cc1	-24%
CCCN1CCN(CCCNC(=O)C(CC)n2nc(C)n3c(cc4occc43)c2=O)CC1 (configuration not stated)	19%
Cc1noc(-c2ccn3c(CNC(=O)Cc4ccccc4Cl)nnc3c2)n1	-8%
O[C@@H]1C[C@@H](c2nc(-c3ccncc3)no2)N(Cc2ccc(F)cc2)C1	u
Cc1noc([C@@H]2CN(C(=O)c3occc3C)C[C@H]2CO)n1	12%
CCc1ccccc1CN1CCCC2(Cc3ccccc3CNC2=O)C1 (configuration not stated)	u
O=C(NCCc1noc(-c2cccnc2)n1)C1CCC1	21%
C#CCNC(=O)CC[C@@H]1CNC(=O)[C@@H]2C[C@H](NC(=O)Nc3cccc(Cl)c3)CN12	u
Cc1ccc(C(=O)CSc2nc(-c3ccccc3)nc3c2CCCC3)cc1	57%[activator]
CCN1CCN(CCNC(=O)CN2CC3CC(C2)[C@H]2CCCC(=O)N2C3)CC1 (some centres not stated)	-17%
Cc1ccc(S(=O)(=O)N[C@H]2CO[C@H]3[C@@H]2OC[C@H]3O)cc1	u
N#Cc1ccc(C(=O)N2CCCN(S(=O)(=O)c3ccccc3)CCC(=O)NCC2)cc1	11%
CC1CCC(NC(=O)C2(c3ccc(NS(C)(=O)=O)cc3)CCCCC2)CC1 (configuration not stated)	-19%
CCOc1cccc(-c2noc(-c3nnn4c3COC(c3ccc(Cl)cc3)C4)n2)c1 (configuration not stated)	-16%
Cn1nccc1C(=O)NCc1ccc2c(c1)CCN2C(=O)c1ccccc1	i
O=C(NC1CC1)[C@H]1CN2CCC1C[C@@H]2Cn1cc(C2(O)CCCCC2)nn1 (some centres not stated)	47%[activator][44.1 µM]
OCCNc1cc(N2CC[C@@]3(O)CCNC[C@H]3C2)ncn1	-10%
CC(=O)N1CCC(N(Cc2ccc(C)o2)C(=O)Nc2cccc(C(F)(F)F)c2)CC1	-12%
O=C(CSc1nnc(-c2ccncc2)n1-c1ccccc1)Nc1ccc(Br)cc1	62%[activator]
COc1ccc(CC(=O)N2CCC3(CC2)CC(NC(=O)NC(C)C)c2ccccc23)cc1 (configuration not stated)	u
COc1ccc(CNC(=O)C2CCN(S(=O)(=O)c3cccc4nonc34)CC2)cc1OC	80%[activator]
CC1CCC2(CC1)NC(=O)N(CC(=O)NCc1ccco1)C2=O (configuration not stated)	27%

Arranged by molecular weight (highest first): part of the list above
SMILES	Pf Dd2 growth
O=C(CSc1nnc(-c2ccncc2)n1-c1ccccc1)Nc1ccc(Br)cc1	62%[activator]
COc1ccc(CNC(=O)C2CCN(S(=O)(=O)c3cccc4nonc34)CC2)cc1OC	80%[activator]
CCCN1CCN(CCCNC(=O)C(CC)n2nc(C)n3c(cc4occc43)c2=O)CC1 (configuration not stated)	19%
N#Cc1ccc(C(=O)N2CCCN(S(=O)(=O)c3ccccc3)CCC(=O)NCC2)cc1	11%
COc1ccc(CC(=O)N2CCC3(CC2)CC(NC(=O)NC(C)C)c2ccccc23)cc1 (configuration not stated)	u
CCOc1cccc(-c2noc(-c3nnn4c3COC(c3ccc(Cl)cc3)C4)n2)c1 (configuration not stated)	-16%
CC(=O)N1CCC(N(Cc2ccc(C)o2)C(=O)Nc2cccc(C(F)(F)F)c2)CC1	-12%
C#CCNC(=O)CC[C@@H]1CNC(=O)[C@@H]2C[C@H](NC(=O)Nc3cccc(Cl)c3)CN12	u
CC1CCC(NC(=O)C2(c3ccc(NS(C)(=O)=O)cc3)CCCCC2)CC1 (configuration not stated)	-19%
CCN1CCN(CCNC(=O)CN2CC3CC(C2)[C@H]2CCCC(=O)N2C3)CC1 (some centres not stated)	-17%
Cc1noc(-c2ccn3c(CNC(=O)Cc4ccccc4Cl)nnc3c2)n1	-8%
Cc1ccc(C(=O)CSc2nc(-c3ccccc3)nc3c2CCCC3)cc1	57%[activator]
O=C(NC1CC1)[C@H]1CN2CCC1C[C@@H]2Cn1cc(C2(O)CCCCC2)nn1 (some centres not stated)	47%[activator][44.1 µM]
Cn1nccc1C(=O)NCc1ccc2c(c1)CCN2C(=O)c1ccccc1	i
CCc1ccccc1CN1CCCC2(Cc3ccccc3CNC2=O)C1 (configuration not stated)	u
O[C@@H]1C[C@@H](c2nc(-c3ccncc3)no2)N(Cc2ccc(F)cc2)C1	u
CC1CCC2(CC1)NC(=O)N(CC(=O)NCc1ccco1)C2=O (configuration not stated)	27%
Cc1ccc(S(=O)(=O)N[C@H]2CO[C@H]3[C@@H]2OC[C@H]3O)cc1	u
Cc1noc([C@@H]2CN(C(=O)c3occc3C)C[C@H]2CO)n1	12%
O=C(NCCc1noc(-c2cccnc2)n1)C1CCC1	21%

A different layout for part of the listing above.
smiles,Pf Dd2 growth
CC1CCC2(CC1)NC(=O)N(CC(=O)NCc1ccco1)C2=O (configuration not stated),27%
CCOc1cccc(-c2noc(-c3nnn4c3COC(c3ccc(Cl)cc3)C4)n2)c1 (configuration not stated),-16%

(further entries)
SMILES	Pf Dd2 growth
CCn1cc(S(=O)(=O)N2CCC(Cc3nc(-c4cccnc4)n[nH]3)C2)cn1 (configuration not stated)	i
Cn1cnc2cc(-c3cccc(N4CCOCC4)c3)cc(C(=O)NCc3cccnc3)c21	i
O=C(Cn1c(=O)n(Cc2ccc(C(=O)NCc3ccc4c(c3)OCO4)cc2)c(=O)c2ccccc21)Nc1ccccc1F	i
COc1ccc(CCc2nc3nccc(-c4ccc(OC)c(OC)c4)n3n2)cc1	13µM*
N#Cc1cccc(C(=O)N2CCC(n3cc(-c4nc(-c5ccccc5)no4)nn3)CC2)c1	i
COCCOC1CCOC2(CCN(C(=O)NCc3ccccc3)CC2)C1 (configuration not stated)	-5%
CCOc1ccccc1CNC(=O)C1CCCN(c2nnc(C)c3c(C)n(-c4ccccc4)nc23)C1 (configuration not stated)	41%[activator][5.79 µM]
CCS(=O)(=O)Nc1ccc(-c2nc(C3CCOC3)no2)cc1 (configuration not stated)	2%
COc1ccc2c(c1)nc1n2[C@@H](CNCc2ccc3c(c2)OCO3)COC1	u
C[C@@H]1CN(C(=O)CC2CCCC2)C[C@@]1(O)C1CC1	0%
CC(C)(C)CC(=O)N1CCN(c2nc(-c3ccccc3)nc3c2CCC3)CC1	-10%
Cc1ccc(C)c(N2CCN(c3ccc(NC(=O)c4cccs4)cc3C(=O)O)CC2)c1	15%
COc1ccccc1CC(=O)NC1CCN(c2cc(C(F)(F)F)nc(C)n2)CC1	-24%
CCCNC(=O)N1CCCC(c2nn(C)c(=O)n2CC)C1 (configuration not stated)	3%
COCC(=O)N1[C@H]2CC[C@@H]1c1cnc(-c3ccccc3)nc1C2	1%
N#Cc1ccc(O[C@@H]2CCOC[C@H]2NC(=O)NCc2ccco2)cc1	-11%
COc1ccc(-c2noc([C@@H]3CCCN3C(=O)c3cc(C)cc(C)c3)n2)cc1	i
CSCC(=O)N1C[C@@H](NC(=O)NC(C)C)C[C@H]1C(=O)N[C@H](Cc1c[nH]c2ccccc12)C(N)=O	8%
O=C(NC[C@H]1O[C@@H]2C[C@@H](CC(=O)N3CCOCC3)O[C@@H]2[C@@H]1O)Nc1ccc(F)cc1	2%[44.1 µM]
COc1ccc(C2Cn3nnc(-c4noc(/C=C/c5ccco5)n4)c3CO2)cc1 (configuration not stated)	u
CN1CCC2(CCC1=O)CN(C(=O)c1cnn3c1CCCC3)CCN2C (configuration not stated)	-3%
Cc1cc(O)c(C(c2ccccc2Cl)N2CCCCC2)c(=O)n1Cc1ccco1 (configuration not stated)	26%
OCc1nc(C2CCNC2)no1 (configuration not stated)	5%
COCCNC(=O)c1cnc2c(c1)N(Cc1ccccc1)CCC2	i
CN1C(=O)CS(=O)(=O)C12CCN(C(=O)c1ccccc1F)CC2	23%
CN1C(=O)C(CC(=O)N2CCOCC2)=C2CCCCC21 (configuration not stated)	-25%
N#Cc1ccc(S(=O)(=O)N[C@H]2[C@H](O)[C@H](O)C[C@@H]2c2ccccc2)cc1	0%[44.1 µM]
CC1=C(C(=O)OC2CCCC2)C(c2ccccc2C(F)(F)F)CC(=O)N1 (configuration not stated)	u
CC(=O)N1C[C@@H](CO)[C@H](NC(=O)c2ccccc2)C1	-4%
Cc1cc(C)cc(NC(=O)Cn2c(=O)n(Cc3ccc4c(c3)OCO4)c(=O)c3oc4ccccc4c32)c1	u
CC(C)(C)c1nnc2n1C(C(=O)N1CCN(c3ncccn3)CC1)CC2 (configuration not stated)	28%
O=c1n(-c2ccc(F)cc2F)nc2n1CCN(Cc1ccc(F)cc1)C2	i
Cc1cc(C(=O)N2C[C@@H](Oc3cccnc3)C[C@H]2C(=O)N2CCCC2)n(C)n1	i
C[S+](=O)([O-])N1CCn2ncc(C(=O)Nc3ccc(Cl)cc3Cl)c2C1	15%
Cc1nn(CCC(=O)Nc2cc(F)ccc2F)c(=O)c2nn(-c3ccccc3)c(C)c12	-19%
COCCNC(=O)c1nc2c(o1)CCN(Cc1cc(C)cc(F)c1)CC2	-16%[44.1 µM]
CCn1c(=N)c(C(=O)NCC2CCCO2)cc2c(=O)n3cc(C)ccc3nc21 (configuration not stated)	-7%
COc1ccccc1-c1ccc(CN2CCN(c3cc(Cl)ncn3)C(=O)C2)cc1	u
COc1ccc(-c2nc(C3CC3)nc3c2CCN(Cc2cncs2)CC3)cc1	10µM*
COc1ccc(OC)c(NC(=O)CSc2nccn2-c2cc(C)cc(C)c2)c1	u
Cc1cnc(C(=O)NC2CC(=O)N(Cc3cccc4ccccc34)C2)cn1 (configuration not stated)	u
Cc1ccc(NS(=O)(=O)c2ccc3c(c2)CCCN3C(=O)C2CCC2)c(C)c1	-12%
COc1cccc(-c2ccc3c(N)c(C(=O)Nc4ccc(Cl)cc4F)sc3n2)c1	23%
Cc1ccc2c(=O)c(C(=O)c3ccc(F)cc3)cn(CC(=O)NC3CCCCC3)c2n1	400%[activator][5.79 µM]
COc1ccccc1CCC(=O)NCc1nnc2ccc(-c3ccc(C)c(C)c3)nn12	9%
CS(=O)(=O)N1CCC2(CC1)CC(=O)N(CCCc1ccccc1)C2	9%
CS(=O)(=O)c1cnc(NCCCn2cccn2)nc1C1CCCNC1 (configuration not stated)	10%
N#Cc1cccc(NC(=O)C2CCN(c3cnccn3)CC2)c1	14%
CCCn1nccc1S(=O)(=O)N[C@@H]1CCOC[C@H]1Oc1ccccn1	-5%
O=C1COC[C@H]([C@H](O)c2ccc(NS(=O)(=O)c3ccc(F)cc3)cc2)N1	-3%[44.1 µM]
COc1ccc(OC)c(NC(=O)Cn2c(-c3ccc(Cl)cc3)nc(C)c(CCO)c2=O)c1	u
COCc1noc([C@@H]2CN(C(=O)C3CCCCCC3)C[C@H]2CO)n1	19%
COc1ccc(Cl)cc1C(=O)N1CCC(Oc2ncccc2C(=O)N2CCCCC2)C1 (configuration not stated)	u
CN(CC1CCOCC1)C(=O)Nc1cccc(Cl)c1	32%[activator]
Cc1ccc(C)c(CN2C(=O)c3ccccc3S(=O)c3ccc(C(=O)NCc4ccccc4)cc32)c1 (configuration not stated)	u
Cc1nn2c(c1-c1ccccc1C(C)C)N(C(=O)COc1ccccc1C(N)=O)CCC2	i
O=C(c1cccc(Cl)c1)N1CCN(CCc2ccccn2)CC1	55%[activator]
Cc1ccccc1NC(=O)CSC1=Nc2ccccc2C2=NC(Cc3ccccc3)C(=O)N12 (configuration not stated)	u
O=C(NCc1ccncc1)C1CNCC12CCOCC2 (configuration not stated)	9%
CC(C)NC(=O)N[C@H]1CCN2C(=O)c3cc(-c4ccccc4F)ccc3NC(=O)[C@H]12	-20%[44.1 µM]
Next entries
SMILES	Pf Dd2 growth
Cc1ccc(C(=O)NC(C(=O)N2CCCC2)C2CCN(C(=O)c3cccc(F)c3)CC2)cc1 (configuration not stated)	-3%
O=[S+]([O-])(c1cccc(C(F)(F)F)c1)N1CCCC2(CC(c3cccnc3)=NO2)C1 (configuration not stated)	-14%
O=C1Nc2ccccc2CNC12CCN(CC1CC1)CC2	2%[44.1 µM]
Cc1ccc(-c2nnc(Nc3ccc(F)cc3)c3ccccc23)cc1S(=O)(=O)N1CCN(C)CC1	10µM*
Cc1cccc(C)c1NC(=O)Cn1ccn2nc(-c3ccc(F)cc3)c(CO)c2c1=O	63%[activator]
O=C(NCc1ccccc1F)C1CCN(C(=O)c2ncn3c2COC(c2ccc(Cl)cc2)C3)CC1 (configuration not stated)	-15%
CC(C)Cc1cc(CNC(=O)Nc2nnc(C(C)(C)C)s2)on1	u
Cn1c(CO[C@H]2CN(Cc3ccncc3F)C[C@H]2F)nc2ccccc21	18%[44.1 µM]
CCNC(=O)N1CCC(Cc2ncc(C)n2C(C)C)C1 (configuration not stated)	8%
CC(C)NC(=O)N1CCCC(c2nnc3n2CCNC3)C1 (configuration not stated)	8%

Screening data as filed in PubChem.
